# Screens: PubChem BioAssay, National Center for Advancing Translational Sciences (NCATS)
# LDHA inh: inhibitors of human lactate dehydrogenase A | AID 1347041 | P00338 | actives 0.15% (n = 480,000) | activity change, % (values are at about 110 or 230 µM) | purified LDHA, NADH/diaphorase-resazurin fluorescence; hits give low values; in the data active = activity change below about -30%; inconclusive = mostly about -25% to -30%;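 note: plate controls were DMSO wells for no effect and wells without enzyme for full effect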
#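 Remaining NADH was detected by diaphorase (0.133 mg/mL) converting 37 µM resazurin to fluorescent resorufin, read at 0 and 20 minutes. The preceding 5-minute room-temperature reaction used 2 nM LDHA, 0.2 mM sodium pyruvate and 0.06 mM NADH at pH 7.4.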
# Glioma ERSR ind: ER stress response induction in glioma. U87-MG GRP78 promoter luciferase reporter, 16 h. Potency, µM, without a hit: at the highest dose activation, usual class: activators. actives 0.02% (n = 420,000). AID 602332; note: potency is the fitted concentration of half-maximal effect; series mostly up to about 76 µM; % of control where 0% means no effect; nearly all actives have a fitted effect of over 35% in size
#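 ERSR induction read as luciferase luminescence (Bright-Glo, 10 min at room temperature) in stably transfected human U87-MG glioma cells exposed to compounds for 16 h, using GRP78 as sensor.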
# POLH inh: blocks human DNA polymerase eta activity; Q9Y253; recombinant Pol eta, fluorescent DNA replication assay; Potency, µM (titrated, usually from 114 µM), for the others: at the highest dose activity change, negative = inhibition, usual class: inhibitors; actives 1.2% (n = 390,000); note: potency is the fitted concentration of half-maximal effect; % is set by controls: 0 for no effect and ±100 for the full control effect
# Target sequence (Q9Y253 whole entry, looked up): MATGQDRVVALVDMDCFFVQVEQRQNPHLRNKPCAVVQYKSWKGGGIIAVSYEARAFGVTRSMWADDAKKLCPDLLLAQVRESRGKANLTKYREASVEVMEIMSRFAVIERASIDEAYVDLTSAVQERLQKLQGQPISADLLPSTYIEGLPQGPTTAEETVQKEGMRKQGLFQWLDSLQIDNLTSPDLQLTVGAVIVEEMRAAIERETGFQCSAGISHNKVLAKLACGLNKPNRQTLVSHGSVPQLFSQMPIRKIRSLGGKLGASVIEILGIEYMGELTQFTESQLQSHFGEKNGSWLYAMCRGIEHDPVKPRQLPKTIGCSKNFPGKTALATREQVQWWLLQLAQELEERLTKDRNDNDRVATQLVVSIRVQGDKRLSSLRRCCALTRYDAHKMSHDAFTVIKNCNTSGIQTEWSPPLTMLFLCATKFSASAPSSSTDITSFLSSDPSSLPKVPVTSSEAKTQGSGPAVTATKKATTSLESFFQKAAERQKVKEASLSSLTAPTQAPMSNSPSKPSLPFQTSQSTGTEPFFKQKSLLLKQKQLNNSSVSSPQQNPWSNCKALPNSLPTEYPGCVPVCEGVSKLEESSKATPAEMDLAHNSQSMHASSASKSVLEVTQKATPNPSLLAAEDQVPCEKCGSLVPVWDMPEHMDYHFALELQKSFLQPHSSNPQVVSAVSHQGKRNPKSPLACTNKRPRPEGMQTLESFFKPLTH
#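 Fluorescent replication assay: 50 nM final substrate added after a 15 min room-temperature compound preincubation with 10 nM enzyme. Signal taken at 0 min and again at 10 min.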
# Starred values were filed as active, the others as inactive; ? = inconclusive; & = joins results of further samples. Unless noted, calls come from the whole dose curve; as a rule, active = well fitted curve in the direction sought with a large enough effect; inconclusive = small, poorly fitted or top-dose-only effect, or another doubt; inactive = no such curve, though single readings can be large; an effect the other way counts as inactive or inconclusive. Not all compounds are listed; rates above refer to the full screens.
SMILES,LDHA inh,Glioma ERSR ind,POLH inh
Cc1ccc([C@H]2C[C@H](n3cc(C4CC4)nn3)[C@@H](O)CN2CC2CCCCC2)cc1,6.6,6.1%,-17.5%
CCCCN1CC(C)(C)[C@H](CC(=O)Nc2ccc(Br)cc2)C1=O,-0.3,-2.1%,-10.7%
CC(=O)Nc1ccc2c3c(ccc([N+](=O)[O-])c13)CC2,5.1,-6.2%,-2.4%
C[C@@H]1CN([C@@H](C)CO)C(=O)CCCn2nncc2CO[C@@H]1CN(C)C(=O)Nc1ccc(N2CCN(C)CC2)cc1,-1.7,1.5%,-7.1%
CC1=NN(C(N)=S)C(=O)C1N=Nc1ccccc1[N+](=O)[O-] (configuration not stated),-18.1,-5.9%,-8.0%
C[C@@H]1CCCCO[C@H](CN(C)C(=O)Nc2cccc3ccccc23)[C@@H](C)CN([C@H](C)CO)C(=O)c2cc(NC(=O)c3ccccc3)ccc2O1,3.4,-0.2%,-15.3%
Cc1ccc(CCC(=O)Nc2ccc(Cl)cc2Cl)o1,0.9,1.9%,-7.6%
CC(=O)OC1(C)C=Cc2ccccc2C1=NS(=O)(=O)c1ccccc1 (configuration not stated),13.0,-1.6%,-0.7%
O=C(Cc1c[nH]c2ccccc12)N1CCN(S(=O)(=O)c2ccc(F)cc2)CC1,-3.3,-4.9%,-19.7%
CCOC(=O)C(=Cc1ccccc1)C(=O)c1ccccc1,-1.0,-13.7%,-19.6%
O=C(C[C@H]1C[C@@H]2c3cc(NC(=O)Nc4ccccc4F)ccc3O[C@@H]2[C@H](CO)O1)NCc1ccccn1,11.2,-3.1%,-3.4%
C[C@@H]1CCCCO[C@H](CN(C)C(=O)Nc2ccc(C(F)(F)F)cc2)[C@@H](C)CN([C@H](C)CO)C(=O)c2cc(NC(=O)c3ccncc3)ccc2O1,-1.4,3.3%,-12.6%
Cc1c(NC(=O)c2nn(C(C)C)c(=O)c3ccccc23)c(=O)n(-c2ccccc2)n1C,-2.0&0.4,-5.6%,2.2%
O=C(OCC(=O)N1CCCCCC1)c1cccc(Cl)c1Cl,-5.3,-3.7%,-2.5%
CCC1NC(=O)c2cccnc2-n2c1nc1cc(OC)c(OC)cc1c2=O (configuration not stated),-5.3,-4.5%,-5.8%
COc1ccc(-c2cc3nc(C)cc(N4CCN(C(=O)c5ccco5)CC4)n3n2)cc1,-4.9,-3.6%,0.8%
CCCCCCCCCC1NC(C(=O)O)Cc2c1[nH]c1ccccc21 (configuration not stated),-4.2,-3.2%,-5.7%
COc1ccc(CCNC(=O)c2c(O)c3cc(OC)c(OC)cc3[nH]c2=O)cc1OC,3.0,-4.4%,-7.3%
CNC[C@H]1OCc2ccccc2-c2ccccc2C(=O)N([C@@H](C)CO)C[C@H]1C,-10.8,-1.7%,-10.2%
CCOc1ccccc1NC(=O)C(OC(=O)c1cnc(C)cn1)c1ccccc1 (configuration not stated),-1.9,-5.5%,-18.4%
Cc1ccc(S(=O)(=O)N2C[C@H]3[C@H]4C(=O)N(c5ccccc5)C(=O)[C@H]4C[C@H](OC(=O)NC4CC4)[C@@]3(O)C2)cc1,-15.3,-1.1%,-5.0%
C/C(=N\NC(=O)c1nnn(-c2nonc2N)c1CN1CCC(C)CC1)c1ccc(Br)cc1,-6.0,-3.9%,-3.3%
O=C1OCC/C1=C\NCCCCCCCCN/C=C1\CCOC1=O,-6.1,-4.5%,0.7%
C[C@@H]1CN([C@@H](C)CO)C(=O)c2cc(NC(=O)C3CCCCC3)ccc2O[C@@H](C)CCCCO[C@@H]1CN(C)C(=O)CCCN(C)C,-7.7,-4.7%,-16.6%
O=C(O)COc1ccc(NC(=O)c2ccc3c(c2)C(=O)N(CC2CCCO2)C3=O)cc1 (configuration not stated),-9.7,-4.5%,-9.8%
Cn1nnnc1SCCNC(=O)C1CCC(=O)N(Cc2cccc(C(F)(F)F)c2)C1 (configuration not stated),0.5,-1.7%,-2.4%
COc1ccc(NC(=O)c2c(C)noc2C)cc1S(=O)(=O)N1CCCCC1,-3.0,-3.5%,-5.7%
CC1(C)N=C(N)N=C(N)N1c1cccc(CC(=O)Nc2ccccc2)c1,-5.5,-8.3%,1.4%
O=C(Nc1cccc2ccccc12)NC1CC1,-4.3,-3.1%,-12.5%
O=C1OCCC1=CN1CCCCC1,-5.4,-6.2%,-17.6%
COC(=O)C[C@H]1C[C@@H]2c3cc(NS(=O)(=O)c4ccc(OC)cc4)ccc3O[C@@H]2[C@H](CO)O1,-6.2,-1.8%,-15.0%
CC(C)C1C(=O)N(Cc2cn(CC3CCCCC3)nn2)CCS(=O)(=O)N1Cc1ccc(-c2ccncc2)cc1 (configuration not stated),-2.7,-5.8%,-9.0%
O=C(C[C@@H]1C[C@H]2c3cc(NC(=O)C4CCC4)ccc3O[C@H]2[C@@H](CO)O1)NCc1ccc(-c2ccccc2)cc1,-2.6,-8.4%,-2.5%
COc1ccc(NC(=O)N(C)[C@H]2C[C@H]3c4[nH]c5ccccc5c4CCN3C[C@H]2[C@H](C)O)cc1,-24.6,6.2%,-7.3%
O=C1CC(c2ccccc2)NC(=S)N1 (configuration not stated),-5.3,-4.2%,-2.9%
COc1ccccc1C(=O)NC(=S)Nc1ccc(N2CCOCC2)cc1,0.2,2.2%,-18.9%
O=C(Nc1cccc(-c2cccc(Cl)c2)c1)C1CCN(Cc2nccs2)CC1,-4.2,-9.3%,-15.5%
O=C1NC(=O)C2(CCCc3ccc([N+](=O)[O-])cc32)N1 (configuration not stated),0.5,-1.9%,-19.7%
COC(=O)C1=C(C)NC(=O)NC1c1ccc(OC)c(OC)c1 (configuration not stated),-5.1,-2.4%,7.6%
CC1C(=O)N(Cc2cn(Cc3ccco3)nn2)CCS(=O)(=O)N1Cc1ccc(-c2ccccc2)cc1 (configuration not stated),-0.6,1.5%,-17.4%
O=C1C(N2CCOCC2)=Cc2cccc3cccc1c23,3.5,-4.5%,-20.7%
Cn1c(CCN2CCCC2)nc2cc(NS(=O)(=O)c3ccc(F)cc3)ccc21,-0.1,-8.1%,-12.2%
COc1ccc(CN(C)C(=O)c2ccc(OCC(=O)Nc3cccc(C(F)(F)F)c3)c(OC)c2)cc1,2.2,-8.0%,-17.0%
O=C(CCNC(=O)C1CCN(S(=O)(=O)c2ccccc2)CC1)NCc1cccnc1,-10.7,1.6%,-2.0%
Nc1nc(COC(=O)c2ccco2)nc(Nc2ccccc2)n1,-1.5,1.0%,-8.0%

# Record cards (already shown).
# CC(C)C1C(=O)N(Cc2cn(CC3CCCCC3)nn2)CCS(=O)(=O)N1Cc1ccc(-c2ccncc2)cc1 (configuration not stated) is entered as LDHA inh: -2.7; Glioma ERSR ind: -5.8%; POLH inh: -9.0%
# CC1C(=O)N(Cc2cn(Cc3ccco3)nn2)CCS(=O)(=O)N1Cc1ccc(-c2ccccc2)cc1 (configuration not stated) is entered as LDHA inh: -0.6; Glioma ERSR ind: 1.5%; POLH inh: -17.4%

# Continued:
SMILES,LDHA inh,Glioma ERSR ind,POLH inh
CC(=O)c1ccc(NC(=O)CN2CCC(NC(=O)c3ccccc3C)CC2)cc1,0.0,3.4%,-6.8%
CCN(CC)c1nc(C=Cc2ccc(N(C)C)cc2)c2nccnc2n1,1.8,-6.4%,-14.5%
O=S(=O)(CCN1CCN(c2ccccc2O)CC1)c1ccc(Cl)cc1,1.9,-5.2%,-12.6%
Cc1cc(C)c2cc(C#N)c(N3CCNCC3)nc2c1,-3.6,-0.1%,-0.9%
O=C(c1cccs1)N1C[C@@H](n2cc(C3CC3)nn2)[C@H](O)C[C@@H]1c1ccccc1,-37.0*,-2.3%,-8.6%
C[C@@H]1CN([C@H](C)CO)C(=O)CCCn2nncc2CO[C@H]1CN(C)C(=O)c1ccc2ccn(C)c2c1,-1.4,-1.8%,-6.6%
CCN(CC)C(=O)C1=C(C)N(Cc2ccc(OC)cc2)C(=O)C(CC(=O)NC(c2ccccc2)c2ccccc2)C1 (configuration not stated),-1.8,-0.5%,-24.2%
CN(C)CCC1(c2ccccc2)CCN(C)C1=O (configuration not stated),2.2,-4.6%,4.0%
C[C@@H]1CN([C@@H](C)CO)C(=O)c2cc(N(C)C)ccc2O[C@@H](C)CCCCO[C@@H]1CN(C)S(=O)(=O)c1cccs1,-2.7,-4.7%,-6.0%
COc1cccc(CN(C)CCCn2cnc3c(OC)ncnc32)c1,-7.0,-2.5%,-13.6%
CC1(C)Cc2c(cnn2-c2ccc(F)cc2)C(NC(=O)C2=CC(=O)CC(C)(C)O2)C1 (configuration not stated),-7.6,-0.1%,-6.3%
Cc1nc(C)c(C(=O)OCC(=O)Nc2ccc(C)c(C)c2)s1,-4.4,-2.5%,-5.1%
COc1ccc(NCC(=O)Nc2c(C)cccc2C)cc1S(=O)(=O)N1CCOCC1,0.6,-2.3%,-5.4%
CC1(C)Oc2cc3oc(C(=O)O)cc(=O)c3cc2-c2ccccc21,-0.5,-7.7%,0.1%
CCC(=O)Nc1ccc(S(=O)(=O)NC[C@H]2O[C@@H](n3cc(C)c(=O)[nH]c3=O)C[C@@H]2O)cc1,-10.3,-5.5%,-7.5%

# Another view of two compounds above:
CN(C)CCC1(c2ccccc2)CCN(C)C1=O (configuration not stated)
  LDHA inh: 2.2; Glioma ERSR ind: -4.6%; POLH inh: 4.0%
Cc1nc(C)c(C(=O)OCC(=O)Nc2ccc(C)c(C)c2)s1
  LDHA inh: -4.4; Glioma ERSR ind: -2.5%; POLH inh: -5.1%

# New compounds follow:
SMILES,LDHA inh,Glioma ERSR ind,POLH inh
CN1C(=O)N(CC(=O)Nc2ccc3c(c2)OCO3)C(=O)C12CCCCC2,1.4,-3.2%,-3.7%
O=C(CSc1ccc(Cl)cc1)Nc1ccccc1,-1.0,3.0%,-6.4%
Cc1ccccc1C(=O)Nc1ccc(S(=O)(=O)NCC2CCCO2)cc1 (configuration not stated),-7.5,-3.3%,-12.0%
Cn1nc(C(=O)OCC(=O)NCc2ccc(Cl)cc2Cl)c2ccccc2c1=O,-4.9,-4.3%,3.9%
Cc1cccc(CN(Nc2ccccc2)c2ccccc2)n1,-0.9,-0.5%,-15.1%
CCOC(=O)/C=C/C(=O)Nc1ccc(S(=O)(=O)Nc2cc(OC)nc(OC)n2)cc1,-7.9,-1.8%,?
O=C(c1ccccc1)C1CC1c1ccccc1 (configuration not stated),-5.2,3.0%,1.3%
Cc1ccc(S(=O)(=O)N2CCOCC2)cc1NC(=O)c1ccncc1,-1.6,-3.1%,-10.2%
COc1cccc(S(=O)(=O)N(C)C[C@H]2Oc3cc(Br)ccc3S(=O)(=O)N([C@@H](C)CO)C[C@H]2C)c1,-17.6,0.8%,-17.8%
CN(Cc1ccccc1)C(=O)CN1C(=O)NC2(CCCc3sccc32)C1=O (configuration not stated),1.3,-4.4%,-7.1%

# In the list so far, 2 contain an aryl thioether with sulfur outside any ring:
SMILES,LDHA inh,Glioma ERSR ind,POLH inh
Cn1nnnc1SCCNC(=O)C1CCC(=O)N(Cc2cccc(C(F)(F)F)c2)C1 (configuration not stated),0.5,-1.7%,-2.4%
O=C(CSc1ccc(Cl)cc1)Nc1ccccc1,-1.0,3.0%,-6.4%
